Screening results from PubChem BioAssay.
PTHR1 ag = agonists of human PTHR1 parathyroid hormone receptor; Q03431; HEK293 GP2 PTHR1 cells, GloSensor cAMP luminescence, 1 h; Potency, µM (top dose mostly 115 µM), without a hit: at the highest dose activation, most hits filed as activators; 410,000 tested, 0.075% active; AID 743266; further: potency means the concentration at half of the fitted maximal effect; nearly all actives have a fitted effect of over 55% in size; some results filed as inactive show a strong effect at the top dose; inactives centre near -15; many of its hits are not listed in these tables
Target sequence (Q03431 whole entry, looked up): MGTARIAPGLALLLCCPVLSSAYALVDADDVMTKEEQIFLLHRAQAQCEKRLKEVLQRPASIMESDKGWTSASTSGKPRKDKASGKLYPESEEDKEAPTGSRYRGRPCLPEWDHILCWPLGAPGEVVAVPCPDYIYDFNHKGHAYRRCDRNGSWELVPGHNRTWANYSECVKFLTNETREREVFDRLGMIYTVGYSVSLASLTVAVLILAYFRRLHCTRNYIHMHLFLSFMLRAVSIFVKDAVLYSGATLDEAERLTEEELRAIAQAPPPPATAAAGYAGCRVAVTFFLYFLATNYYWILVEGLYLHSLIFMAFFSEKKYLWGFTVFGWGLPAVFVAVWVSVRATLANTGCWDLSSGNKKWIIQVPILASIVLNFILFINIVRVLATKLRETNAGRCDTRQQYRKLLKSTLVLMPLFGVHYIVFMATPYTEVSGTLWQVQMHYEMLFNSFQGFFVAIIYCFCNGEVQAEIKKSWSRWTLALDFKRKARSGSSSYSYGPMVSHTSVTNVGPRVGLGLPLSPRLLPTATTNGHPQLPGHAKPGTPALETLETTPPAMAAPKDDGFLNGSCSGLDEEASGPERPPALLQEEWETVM
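HEK-293-derived GP2 cells expressing PTHR1 and a GloSensor cAMP reporter, 3,000/well, plated overnight, given luciferin plus IBMX (each 0.5 mM as added) for 1 h at 37 °C, then compound for 1 h at 37 °C. Luminescence was read after 15 min at room temperature.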
HEK293 tox = cytotoxicity in counter-screen for GLP-1R inverse agonists; AID 624418; HEK293 cAMP-luciferase reporter cells, luminescence, 24 h; Potency, µM (highest dose often 38.3 µM), for the others: top-dose activity change, negative = inhibition, actives largely listed as inhibitors; 410,000 tested, 0.13% active;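 further: loss of luciferase light is scored as toxicity; potency means the concentration at half of the fitted maximal effect; on the % scale 0 is the no-effect control and ±100 the full control effect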
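Cells in DMEM/10% Nu serum/1% pen-strep, 1536-well format. Pre-incubated 12 h, dosed with 23 nL compound, incubated a further 24 h. Luciferase detection, 12 min at room temp, luminescence.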
D3 antag = antagonists of human D3 dopamine receptor; AID 652054; max response, negative = inhibition, %; 360,000 tested, 2.5% active; P35462; D3R cells, DiscoveRx beta-arrestin luminescence, antagonist mode; stronger effect = lower value; in the data active means max response below about -50%; inconclusive means no clear call, values can overlap the other calls; further: on the % scale 0 is the no-effect control and ±100 the full control effect; mostly tested at two doses, the higher about 12 µM
Target sequence (P35462 whole entry, looked up): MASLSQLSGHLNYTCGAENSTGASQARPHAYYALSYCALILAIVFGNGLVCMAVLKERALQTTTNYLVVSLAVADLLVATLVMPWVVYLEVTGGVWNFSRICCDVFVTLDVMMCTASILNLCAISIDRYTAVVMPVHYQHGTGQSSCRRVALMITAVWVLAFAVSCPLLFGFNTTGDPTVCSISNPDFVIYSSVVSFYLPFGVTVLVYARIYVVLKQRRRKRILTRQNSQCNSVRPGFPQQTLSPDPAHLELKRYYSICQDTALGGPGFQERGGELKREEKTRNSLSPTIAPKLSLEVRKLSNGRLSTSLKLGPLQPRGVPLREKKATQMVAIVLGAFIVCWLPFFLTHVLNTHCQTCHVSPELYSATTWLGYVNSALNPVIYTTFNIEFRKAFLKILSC
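Cells expressing the human receptor were seeded at 1500 cells/well, incubated overnight at 37 degrees C in 5% CO2, then exposed to library compounds with dopamine controls for 90 minutes at 37 degrees C before luminescent detection.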
aSyn rescue = alpha-synuclein toxicity inhibition in yeast | 370,000 tested, 0.14% active | AID 652106 | Yeast expressing alpha-synuclein, growth rescue, BacTiter-Glo, 24 h | Potency, µM (top dose mostly 46.1 µM), for the others: top-dose growth rescue (activation), hits mostly activators; further: potency means the concentration at half of the fitted maximal effect; % of control where 0% means no effect; nearly all actives have a fitted effect of over 65% in size
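Readout is rescue of growth in alpha-synuclein-expressing yeast, so inhibitors of toxicity appear as activators. Growth after 24 hr at 30 deg C in galactose medium is quantified by luminescence.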
TDP-43 yeast inh = TDP-43 toxicity inhibition in yeast | 410,000 tested, 1.8% active | TDP-43 expressing yeast growth rescue, BacTiter-Glo, 24 h | Potency, µM (top dose mostly 46.1 µM), for inactives: at the highest dose growth rescue (activation), hits mostly activators | AID 652104; further: potency means the concentration at half of the fitted maximal effect; % of control where 0% means no effect; nearly all actives have a fitted effect of over 50% in size
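In this qHTS, compounds that restore growth of yeast expressing TDP-43 appear as activators. Cells (OD600=0.02, galactose medium, raffinose-pregrown) are incubated with compound 24 hr at 30 deg C and growth is quantified by BacTiter-Glo.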
DRD3 agonist = agonists of human D3 dopamine receptor. P35462. D3R DiscoveRx beta-arrestin cells, luminescence, 90 min. max activation, %. 410,000 tested, 0.58% active. AID 652048; in the data active means max activation above about 30%; further: 0% is about no effect; mostly tested at two doses, the higher about 12 µM
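Cells at 1500/well, incubated overnight, then treated with pinned compounds (dopamine as control) for 90 min at 37 degrees C. DiscoveRx reagent added for 30 - 60 minutes at room temperature; luminescence read.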
GLP1R inv ag = inverse agonists of human GLP-1 receptor | P43220 | HEK293 GLP-1R CRE-luciferase, luminescence, 24 h; GLP-1R form is constitutively active | Potency, µM (titrated, usually from 38.3 µM), without a hit: at the top dose activity change, negative = inhibition, hits mostly inhibitors | 410,000 tested, 1.6% active | AID 624417; further: potency means the concentration at half of the fitted maximal effect; on the % scale 0 is the no-effect control and ±100 the full control effect; nearly all actives have a fitted effect of over 55% in size
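Using stably transfected HEK293 (constitutively active GLP-1R, cAMP-luciferase reporter), compounds were incubated 24 hr and luciferase measured by luminescence.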
KB-V1 cytotox = kills drug-selected multidrug resistant KB-V1 cells | KB-V1 MDR cells viability, CellTiter-Glo, 72 h | Potency, µM (titrated, usually from 46.1 µM), for inactives: at the highest dose activity change, negative = cytotoxicity, usual class: cytotoxic | 400,000 tested, 3.4% active | AID 1347076; further: potency means the concentration at half of the fitted maximal effect; on the % scale 0 is the no-effect control and ±100 the full control effect; nearly all actives have a fitted effect of over 60% in size
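qHTS viability screen in drug-selected KB-V1 MDR cells: 72 h compound treatment at 37 degrees C, ATP luminescence end point.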
GLP-1R agonist = agonists of human GLP-1 receptor. AID 624172. Potency, µM (top dose mostly 45.6 µM), without a hit: at the highest dose activation, hits mostly activators. 380,000 tested, 0.007% active. P43220. HEK293 GLP-1R CRE-luciferase, luminescence, 4-6 h; cells express a hypersensitive GLP-1R form; further: potency means the concentration at half of the fitted maximal effect; % of control where 0% means no effect
* marks the source's active call; other numbers are inactive results; i = inactive; ? = inconclusive; . = no result given; [ ] = another dose, or the depositor's remark. Unless noted, the call rests on the fitted dose curve; in most records, active means well fitted curve in the direction sought with a large enough effect; inconclusive means small, poorly fitted or top-dose-only effect, or another doubt; inactive means no such curve, though single readings can be large; an effect the other way counts as inactive or inconclusive. Only part of the results is shown; count on the stated rates, not on these rows.

Values run as follows: PTHR1 ag | HEK293 tox | D3 antag | aSyn rescue | TDP-43 yeast inh | DRD3 agonist | GLP1R inv ag | KB-V1 cytotox | GLP-1R agonist
COc1cccc(N2C(=O)CC(N3CCN(CCN=CC4=C(O)CC(C)(C)CC4=O)CC3)C2=O)c1 (stereo not drawn)
→ i | -7% | 9 | 5% | -9%[9.22 µM] | 1 | 1% | 19% | 9%
CCN1C(=O)[C@H]2[C@@H](c3ccccc3)N3C(=O)N(c4cccc(F)c4)C(=O)[C@@]3(CC(C)C)[C@H]2C1=O
→ i | -5% | -30 | 10% | 16% | -6 | 8% | -2% | -1%
CC(C)(C)C(=O)C[n+]1ccccc1
→ i | 5% | 14 | ? | 8% | 1 | 3% | -4% | -2%
O=C(NCCc1ccccc1)c1cccnc1
→ i | 13% | 10 | -5% | 22% | -3 | 2% | 1% | -8%
Cn1c(=O)oc2cc(S(=O)(=O)Nc3cccc(F)c3)ccc21
→ -14% | 2% | -15 | -1% | -8% | -2 | 11% | 4% | 12%
CCOc1cc(C(=O)Nc2cc(C)ccc2OC)ccc1OCC(=O)N1CCCCC1
→ -25% | 9% | 0 | 12% | 23% | -2 | -24% | 7.3µM* | 10%
COc1ccc(N2C(=O)CC(n3cnc4ccccc43)C2=O)cc1 (stereo not drawn)
→ -3%[57.5 µM] | -6% | 2 | 5% | 0% | 0 | 1% | 0% | 3%
COc1cccc(S(=O)(=O)Nc2cccc(C(=O)N3CCOCC3)c2)c1
→ i | -2% | -1 | 6% | -12% | -1 | 0% | 1% | -3%
CCOC(=O)C1C(=O)CC(C)(O)C(C(=O)OCC)C1c1ccccc1 (stereo not drawn)
→ 6%[57.5 µM] | -5% | 69 | 4% | -6% | 2 | 0% | -11% | 2%
Cc1c(C(=O)N(Cc2cccc(F)c2)C2CCS(=O)(=O)C2)oc2cc(Br)ccc12 (stereo not drawn)
→ -13% | 1% | . | . | 27% | -3 | ? | -18% | .
CCOc1ccc(S(=O)(=O)N2CCC(C(=O)NCC(=O)Nc3cccc(Cl)c3C)CC2)cc1
→ -13% | 2% | 0 | -1% | 10% | 0 | ? | 3% | 6%
COc1ccccc1C1SCCN1S(C)(=O)=O (stereo not drawn)
→ -25%[57.5 µM] | -17% | 37 | -2% | 5% | -6 | -8% | 27% | -14%
CC1CCCCC12NC(=O)N(CC(=O)NCCc1ccc(S(N)(=O)=O)cc1)C2=O (stereo not drawn)
→ i | 5% | -1 | -5% | 7% | -3 | 0% | 0% | 6%
ONC(=Nc1ccccc1)c1ccccc1Cl
→ i | 3% | -16 | 0% | 1% | -1 | 0% | 4% | -3%
COc1cccc(CNC(=O)c2ccc(CNS(=O)(=O)c3ccc(C)cc3)cc2)c1
→ i | 0% | . | -1% | 11% | -5 | -11% | ? | -1%
O=C(Cn1cc(C(F)(F)F)cc(Cl)c1=O)Nc1cc(S(=O)(=O)N2CCOCC2)ccc1Cl
→ -4% | 0% | -21 | -5% | -8% | -8 | ? | 0% | 0%
COc1ccc(N(C(C)C(=O)N/N=C/c2cccnc2)S(C)(=O)=O)cc1 (stereo not drawn)
→ -20% | 0% | -1 | -2% | 11% | 13 | 17% | ? | 7%
COc1cc(F)ccc1S(=O)(=O)N1CCN(C23CC4CC(CC(C4)C2)C3)CC1
→ i | -20% | -30 | -4% | 0% | -2 | ? | -20% | -6%
CC(C)CC(=O)Nc1cccc(-c2nc3ncccc3o2)c1
→ -11% | 1% | -4 | -1% | ? | 12 | 51%[activator] | -9% | -6%
CCCCCCCCN1C(=O)[C@H](CC(=O)NCCC(C)C)C[C@@]2(C(=O)OCC)CCC=C12
→ -67%[inhibitor] | 1% | 1 | 1% | 6% | -1 | ? | ? | .

Overlap with the part before: two entries, then new ones.
Values run as follows: PTHR1 ag | HEK293 tox | D3 antag | aSyn rescue | TDP-43 yeast inh | DRD3 agonist | GLP1R inv ag | KB-V1 cytotox | GLP-1R agonist
CC(C)CC(=O)Nc1cccc(-c2nc3ncccc3o2)c1
→ -11% | 1% | -4 | -1% | ? | 12 | 51%[activator] | -9% | -6%
CCCCCCCCN1C(=O)[C@H](CC(=O)NCCC(C)C)C[C@@]2(C(=O)OCC)CCC=C12
→ -67%[inhibitor] | 1% | 1 | 1% | 6% | -1 | ? | ? | .
Cc1ccc2cc3cc(C(=O)NC4CCCCC4)oc3nc2c1
→ -37%[inhibitor] | -21% | 7 | 0% | 7% | 0 | 7% | 0% | -2%
CCC1=C(c2cc(OC)c(OC)c(OC)c2)C2(CCCC2)C(=O)O1
→ -4% | 2% | 0 | -4% | -6% | -17 | -22% | -13% | 14%
CCOCCCNC(=S)NCCCNc1nc2c(C)cc(C)cc2cc1C#N
→ -36%[inhibitor] | 123%[activator] | 1 | 14% | -3% | -6 | 56%[activator] | -16% | 10%
O=C(NNC1=NCCCCC1)Nc1cccc(Cl)c1
→ -11% | 3% | -12 | -13% | -14% | -17 | 8% | 10% | 14%
CC[C@@]1(C(=O)OC)N[C@H](CN(C)C(=O)COc2ccccc2)[C@@H]2C(=O)N(Cc3ccccc3)C(=O)[C@@H]21
→ -1% | 1% | -20 | -1% | 0% | -36 | 13% | -13% | -1%
COc1ccc(Cl)cc1NC(=O)CN(C)C(=O)c1cc(=O)c2ccccc2o1
→ -82%[inhibitor] | -3% | 0 | 9%[1.84 µM] | -31%[inhibitor] | -8 | ? | 7% | -7%
CC(C)N(C(=O)Cn1cc(S(=O)(=O)Cc2ccc(C(F)(F)F)cc2)c2ccccc21)C(C)C
→ i | -12% | . | . | 8% | -9 | -8% | . | .
Cc1ccc(CN(Cc2ccco2)C(=O)c2ccccc2Br)o1
→ -2% | -5% | . | . | 11% | 3 | ? | . | .
O=C(CSc1nc2ncc(Br)cc2[nH]1)c1ccc([N+](=O)[O-])cc1
→ -17% | -21% | ? | 5% | -17% | -7 | -1% | -27% | -8%
Cc1c(C(=O)NCc2cccc(Cl)c2)sc(=O)n1Cc1cccc(F)c1
→ -5% | -24% | 0 | 24% | ? | -5 | ? | 18µM* | 2%
O=C(C1CC(=O)N(c2ccc(F)cc2)C1)N1CCC(c2nc3ccccc3[nH]2)CC1 (stereo not drawn)
→ -23% | 15% | -26 | -6% | -9% | -18 | 8% | -20% | -17%
Cc1cccc(C)c1NC(=O)/C(C#N)=C/c1ccsc1
→ -18% | -10% | 0 | 1% | ? | 4 | ? | 8% | -4%
CCCCNc1nc2c(-c3cccc(C)c3)nnn2c2ccccc12
→ -45%[inhibitor] | -9% | . | . | 23% | 4 | 3% | -3% | -1%
CC1(C)C(=O)Nc2ccccc2N1C(=O)Cn1ncc(Cl)c(Cl)c1=O
→ -16% | -9% | -13 | -1% | 3% | 2 | 30%[activator] | -34% | -7%
COc1ccc(/C=C(\C#N)C(=O)Nc2cccc(C)n2)cc1
→ i | 10% | 12 | -5% | 8% | 7 | 37%[activator] | 16% | 1%
CC(=O)N1CCN(Cc2nc3cc(NC(=O)NC4CCCCC4)ccc3n2C)CC1
→ -1% | -3% | 7 | 0% | 2% | 2 | 15% | ? | -10%
CC1CCCCC1NC(=O)Cn1c(CN2CCCCC2)nc2ccccc2c1=O (stereo not drawn)
→ 6%[57.5 µM] | 18% | -17 | 1% | -21% | -11 | -14% | -14% | 5%
CN(C)CC1CCCCC1OC(=O)/C=C/c1ccc(Cl)cc1Cl (stereo not drawn)
→ -2% | -3%[7.66 µM] | -3 | -6% | 19% | 3 | -14%[7.66 µM] | -2% | 2%
COC(=O)c1sccc1NC(=O)c1cc2c(s1)CCCC2
→ -13% | 1% | -24 | -14% | 5% | -3 | -4% | 15µM* | 1%
CCN(CC)C(=O)Oc1ccc2c(c1)O/C(=C\c1ccco1)C2=O
→ -8% | -1% | 0 | 14% | -6% | -3 | 3% | 1% | ?
Brc1ccc(CSc2ccc(-c3ccco3)nn2)cc1
→ -14% | -1% | -10 | 2% | -5% | 2 | -28% | -15% | 9%
COc1cccc(N2CCN(c3nc(C)cc(C)c3C#N)CC2)c1
→ -4% | 10% | 24 | 7% | 24% | 5 | -25% | -16% | 5%
Cn1cc(-c2cc3n(n2)CCC(=O)N3CC(=O)O)c2ccccc21
→ i | -13% | . | . | 5% | 3 | 3% | . | .
COc1ccc(/C(=N/O)C(C)(C)NO)cc1
→ i | 20% | 4 | -3% | -7% | 2 | 0% | 8% | 4%
CN1CCN(c2ccc(S(=O)(=O)N3CCCCC3)cc2NC(=O)c2ccc(C#N)cc2)CC1
→ i | 3% | 1 | -11% | -5% | 1 | 11% | 6% | -10%
Cn1nc(-c2ccc(Cl)cc2)cc1NC(=O)CC(C)(C)CC(=O)O
→ 3% | -3% | -11 | -1% | -6% | 3 | 9% | ? | -1%
O=C(NC1CCCCC1)N1CCC(n2c(=O)[nH]c3ccccc32)CC1
→ -3% | -26% | 0 | -2% | -17% | -7 | 4% | -20% | -5%
Cc1nc([N+](=O)[O-])cn1CC(=O)c1ccc(Cl)cc1
→ i | 3% | -14 | -4% | -20% | 1 | -18% | 0% | 3%
COc1cccc2cc(CC(=O)c3ccccc3)c(=O)oc12
→ -17% | 5% | 3 | -6% | 17% | 9 | 20% | 12% | 5%

Rewritten with each value named: 2 of the compounds above.
> Brc1ccc(CSc2ccc(-c3ccco3)nn2)cc1
  PTHR1 ag = -14% | HEK293 tox = -1% | D3 antag = -10 | aSyn rescue = 2% | TDP-43 yeast inh = -5% | DRD3 agonist = 2 | GLP1R inv ag = -28% | KB-V1 cytotox = -15% | GLP-1R agonist = 9%

> COc1cccc(N2CCN(c3nc(C)cc(C)c3C#N)CC2)c1
  PTHR1 ag = -4% | HEK293 tox = 10% | D3 antag = 24 | aSyn rescue = 7% | TDP-43 yeast inh = 24% | DRD3 agonist = 5 | GLP1R inv ag = -25% | KB-V1 cytotox = -16% | GLP-1R agonist = 5%
